DUSP3 inh – blocks human VHR1 dual specificity phosphatase; recombinant VHR phosphatase, pNPP absorbance; inhibition, % at 13.3 µM; 0.52% of 290,000 active; AID 1654; in the data active = inhibition above about 50%; also: some compounds called inactive have numbers as strong as hits
Target sequence (P51452 whole entry, looked up): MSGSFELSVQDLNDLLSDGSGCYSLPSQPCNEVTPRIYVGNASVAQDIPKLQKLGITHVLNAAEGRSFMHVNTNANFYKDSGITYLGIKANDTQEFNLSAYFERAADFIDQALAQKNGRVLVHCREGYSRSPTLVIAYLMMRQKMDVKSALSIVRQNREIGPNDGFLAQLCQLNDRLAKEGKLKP
SARS 3CLpro inh – SARS-CoV 3CLpro protease inhibition | P0C6X7 | recombinant SARS-CoV 3CLpro, quenched FRET peptide cleavage | inhibition, % at 6 µM | 0.14% of 290,000 active | AID 1706; in the data active = inhibition above about 12%
Rv3671c protease – inhibitors of M. tuberculosis serine protease Rv3671c | AID 2606 | P9WHR9 | 0.048% of 320,000 active | inhibition, % at 5.96 µM; in the data active = inhibition above about 38%;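 also: extracellular domain of Rv3671c used as enzyme; 0% = enzyme with DMSO and 100% = no enzyme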
Anthrax LF prot – anthrax lethal factor protease inhibition; P15917; multiplex microsphere protease cleavage assay, LF; inhibition, % at 10 µM; 0.12% of 360,000 active; AID 588501; in the data active = inhibition above about 30%; also: plate controls were buffer without enzyme for full effect and enzyme alone for no effect
Target sequence (P15917 whole entry, looked up): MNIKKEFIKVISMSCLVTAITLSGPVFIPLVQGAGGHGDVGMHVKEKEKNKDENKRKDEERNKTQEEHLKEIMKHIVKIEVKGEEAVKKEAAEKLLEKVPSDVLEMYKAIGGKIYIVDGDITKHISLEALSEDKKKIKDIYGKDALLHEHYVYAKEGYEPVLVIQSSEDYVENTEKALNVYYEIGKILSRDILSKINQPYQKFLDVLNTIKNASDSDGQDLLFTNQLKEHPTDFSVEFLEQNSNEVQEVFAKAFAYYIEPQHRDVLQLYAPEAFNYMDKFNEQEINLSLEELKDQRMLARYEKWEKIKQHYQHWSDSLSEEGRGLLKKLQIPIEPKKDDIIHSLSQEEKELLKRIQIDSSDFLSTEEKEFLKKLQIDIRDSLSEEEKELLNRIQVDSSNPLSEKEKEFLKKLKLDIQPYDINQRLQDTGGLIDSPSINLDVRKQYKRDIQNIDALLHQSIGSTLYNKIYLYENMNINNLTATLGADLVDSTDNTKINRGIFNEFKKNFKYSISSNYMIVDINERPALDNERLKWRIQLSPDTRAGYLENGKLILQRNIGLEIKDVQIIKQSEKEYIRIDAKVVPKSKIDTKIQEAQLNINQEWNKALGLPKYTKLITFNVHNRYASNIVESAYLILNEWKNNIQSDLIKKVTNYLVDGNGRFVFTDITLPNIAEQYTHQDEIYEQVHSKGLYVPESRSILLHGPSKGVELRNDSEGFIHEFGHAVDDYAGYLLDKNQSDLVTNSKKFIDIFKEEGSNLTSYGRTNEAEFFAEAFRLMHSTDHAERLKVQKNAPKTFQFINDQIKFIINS
SSB-PriA inh – blocks PriA binding to SSB C-terminal tail; AlphaScreen SSBct-PriA binding, biotinylated peptide; inhibition, % at 33 µM; 0.6% of 430,000 active; AID 1272365; in the data active = inhibition mostly above about 37%, no sharp cut-off; inactive = mostly below about 20%;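 also: plate controls were negative control peptide for no effect and reference peptide for full effect; strong numbers were not always called active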
Y pestis TopoI – Y. pestis Topo-I inhibition via cleavage products; Y. pestis Topo-I cleavage product accumulation, plate reader; activity, % at 10 µM; 0.064% of 360,000 active; AID 504884; in the data active = activity above about 50%, passing the limit was not always enough; also: inactives centre near 2
PfHsp40 yeast – rescue of PfHsp40-mediated yeast toxicity | S. cerevisiae expressing PfHsp40, growth rescue, ATP luminescence | growth rescue, % at 12.5 µM | 0.68% of 340,000 active; in the data active = growth rescue above about 28%, passing the limit was not always enough;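 also: yeast W303a lacking pdr1 and pdr3 grown in galactose medium; growth measured after three days at 30 °C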
TcdB GH inh – blocks C. difficile toxin B glycohydrolase activity; P18177; TcdB glycohydrolase enzymatic assay, plate reader; inhibition, % at 9.99 µM; 0.24% of 350,000 active; in the data active = inhibition above about 10%
Vc quorum ag – quorum light induction in luxS cqsA deficient V. cholerae; V. cholerae BH1578 lux reporter, luminescence, 6 h; activation, % at 18.7 µM; 0.16% of 350,000 active; AID 588436; in the data active = activation mostly above about 9.7%, no sharp cut-off; also: not every result past the cut was called active; inactives centre near 0; reference of the scale not given here
MazF activator – activators of E. coli MazEF toxin-antitoxin RNase; P0AE70; FAM/BHQ RNA-DNA oligo cleavage fluorescence, 5 h; activation, % at 20 µM; 0.32% of 350,000 active; in the data active = activation above about 50%
Target sequence (P0AE70 whole entry, looked up): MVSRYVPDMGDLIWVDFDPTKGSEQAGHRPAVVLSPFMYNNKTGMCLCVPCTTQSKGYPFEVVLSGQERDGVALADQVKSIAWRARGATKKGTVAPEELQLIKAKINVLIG
* marks the source's active call; other numbers are inactive results. These rows are one share of the data; the hit share may differ from the screen's.

For CC1CCN(CCCOc2ccc(OCc3ccccc3)cc2)CC1 the results were DUSP3 inh 21.4, SARS 3CLpro inh 2.4, Rv3671c protease -0.9, Anthrax LF prot -3.1, SSB-PriA inh -3.9, Y pestis TopoI 15.1, PfHsp40 yeast 0.0, TcdB GH inh 2.2, Vc quorum ag 0.4 and MazF activator 1.3.
Cc1ccc(C(=O)N2CCc3ccccc32)o1 was read as DUSP3 inh 7.4, SARS 3CLpro inh 2.0, Rv3671c protease 5.2, Anthrax LF prot 0.7, SSB-PriA inh -2.5, Y pestis TopoI -5.8, PfHsp40 yeast -0.9, Vc quorum ag -0.4 and MazF activator 9.9.
`CCCCC1=CC2=C(c3ccco3)C(=O)C(C)(OC(=O)c3ccc(OC)cc3)C(=O)C2=CN1CCOC` (centres undefined) gave DUSP3 inh -15.5, Rv3671c protease 15.2, Anthrax LF prot -9.0, SSB-PriA inh -5.2, Y pestis TopoI 15.6, PfHsp40 yeast 0.8, Vc quorum ag inactive and MazF activator -36.6.
For COc1ccc(-c2cc(C(F)(F)F)nc(-n3cc(Br)cn3)n2)cc1 the results were DUSP3 inh 11.9, SARS 3CLpro inh 4.8, Rv3671c protease -6.5, Anthrax LF prot -0.4, SSB-PriA inh -5.3, Y pestis TopoI 1.0, PfHsp40 yeast 2.7, Vc quorum ag -0.6 and MazF activator 4.2.
For CCN1CCN(c2c(C(=O)c3ccc(OC)cc3)cnc3ccccc23)CC1 the results were DUSP3 inh 34.7, SARS 3CLpro inh 5.2, Rv3671c protease 1.9, Anthrax LF prot 0.5, SSB-PriA inh -15.0, Y pestis TopoI 4.3, PfHsp40 yeast -0.5, TcdB GH inh 1.1, Vc quorum ag -0.4 and MazF activator 7.2.
`O=C(CN(C(=O)CNC(=O)c1cccs1)c1ccc2c(c1)OCCO2)NC1CCCC1` gave DUSP3 inh -4.4, SARS 3CLpro inh -0.6, Rv3671c protease -2.6, Anthrax LF prot -2.3, SSB-PriA inh -14.8, Y pestis TopoI 9.7, PfHsp40 yeast 0.3, Vc quorum ag inactive and MazF activator 16.1.
For Cc1ccc(Nc2c([N+](=O)[O-])c(=O)oc3ccccc23)cc1 the results were DUSP3 inh 15.1, SARS 3CLpro inh 3.1, Rv3671c protease 3.7, Anthrax LF prot -2.4, SSB-PriA inh 12.1, Y pestis TopoI 10.1, PfHsp40 yeast 3.0, TcdB GH inh 1.9, Vc quorum ag -0.4 and MazF activator 8.7.
OC(c1ccccc1)c1cccnc1 (centres undefined) was read as DUSP3 inh 5.0, SARS 3CLpro inh -1.5, Rv3671c protease -2.2, Anthrax LF prot -0.9, SSB-PriA inh -9.2, Y pestis TopoI -6.6, PfHsp40 yeast -0.8, TcdB GH inh -0.9, Vc quorum ag -0.2 and MazF activator 1.8.
`Cc1ccc(C(=O)CCC(=O)CCC(=O)O)cc1` gave SARS 3CLpro inh -4.3, Rv3671c protease 5.8, Anthrax LF prot -3.4, SSB-PriA inh 2.1, Y pestis TopoI -2.1, PfHsp40 yeast -0.4, Vc quorum ag inactive and MazF activator 1.8.
`CC1Cc2cc(/C(O)=C3/C(=O)C(=O)N(Cc4cccnc4)C3c3cccc(O)c3)ccc2O1` (centres undefined) gave DUSP3 inh -19.8, SARS 3CLpro inh 2.6, Rv3671c protease -7.2, Anthrax LF prot -0.5, Y pestis TopoI -4.7, PfHsp40 yeast -1.0, TcdB GH inh 3.3, Vc quorum ag inactive and MazF activator -7.9.
CS(=O)(=O)Nc1ccccc1Oc1ccccc1 was read as DUSP3 inh 4.4, SARS 3CLpro inh 5.0, Rv3671c protease 4.8, Anthrax LF prot -2.6, SSB-PriA inh 2.3, Y pestis TopoI 1.3, PfHsp40 yeast -1.0, Vc quorum ag inactive and MazF activator -1.6.
For Cc1c(C(=O)Nc2ccc(-n3cnnn3)cc2)oc2ccccc12 the results were DUSP3 inh -1.9, SARS 3CLpro inh -1.0, Rv3671c protease -52.2, Anthrax LF prot -0.9, SSB-PriA inh -5.9, Y pestis TopoI 5.5, PfHsp40 yeast 1.2, Vc quorum ag -1.5 and MazF activator -25.5.
`CCOc1cc(C2C3=C(CCCC3=O)N(C)C3=C2C(=O)CCC3)cc(Cl)c1O` gave DUSP3 inh 35.2, SARS 3CLpro inh 2.4, Rv3671c protease 0.3, Anthrax LF prot -5.6, SSB-PriA inh 1.4, Y pestis TopoI -5.5, PfHsp40 yeast -0.4, Vc quorum ag -16.7 and MazF activator -0.4.
For O=C(NCCC1=CCCCC1)C(=O)NCC1OCCCN1S(=O)(=O)c1ccccc1 (centres undefined) the results were DUSP3 inh -9.9, SARS 3CLpro inh -4.8, Rv3671c protease 1.9, Anthrax LF prot 0.7, SSB-PriA inh -6.7, Y pestis TopoI 10.5, PfHsp40 yeast 0.0, Vc quorum ag -0.1 and MazF activator 0.0.
`COc1ccc(-c2[nH]nc3oc(=O)c(CCO)c(C)c23)cc1` gave DUSP3 inh 6.9, SARS 3CLpro inh -0.3, Rv3671c protease -6.6, Anthrax LF prot -1.5, SSB-PriA inh -14.3, Y pestis TopoI 0.8, PfHsp40 yeast -1.6, TcdB GH inh 0.5, Vc quorum ag -0.8 and MazF activator -13.3.
For S=c1[nH]ncn1/N=C/c1cccc(Oc2ccccc2)c1 the results were DUSP3 inh 28.6, SARS 3CLpro inh 7.1, Rv3671c protease -0.9, Anthrax LF prot 0.3, Y pestis TopoI -1.8, PfHsp40 yeast 106.2*, Vc quorum ag -0.6 and MazF activator 4.1.
CC(C)NC(=O)c1cc2c(s1)CCCC2 was read as DUSP3 inh 16.1, SARS 3CLpro inh 1.3, Rv3671c protease -1.9, Anthrax LF prot 4.5, SSB-PriA inh -4.8, Y pestis TopoI -1.5, PfHsp40 yeast -0.5, Vc quorum ag -0.1 and MazF activator 4.9.
`Cc1ccc(S(=O)(=O)N2C[C@H]3[C@H]4C(=O)N(c5ccccc5)C(=O)[C@H]4C[C@H](OC(=O)NC4CC4)[C@@]3(O)C2)cc1` gave Anthrax LF prot -1.3, Y pestis TopoI -6.7, TcdB GH inh 2.1, Vc quorum ag inactive and MazF activator 0.9.
Screening COc1cccc(CNC(=O)Cn2c(=O)c3cccn3c3ccccc32)c1 returned DUSP3 inh 12.3, SARS 3CLpro inh -0.9, Rv3671c protease -9.1, Anthrax LF prot -1.8, SSB-PriA inh -10.0, Y pestis TopoI -2.2, PfHsp40 yeast 4.9, TcdB GH inh -0.8, Vc quorum ag -0.4 and MazF activator -3.2.
`Cc1ccc(-c2[nH]nc3c2C(c2ccccc2OC(=O)N2CCOCC2)C(C#N)=C(N)O3)cc1` (centres undefined) gave DUSP3 inh 20.6, SARS 3CLpro inh 2.1, Rv3671c protease -14.6, SSB-PriA inh -6.7 and MazF activator 2.6.
`CC(=O)c1ccc(NC(=O)CSc2nnc(Cc3cccn3C)n2-c2ccc(F)cc2)cc1` gave DUSP3 inh -6.0, SARS 3CLpro inh -2.1, Rv3671c protease 6.0, Anthrax LF prot 3.1, SSB-PriA inh 14.1, Y pestis TopoI 18.4, PfHsp40 yeast -0.8, TcdB GH inh 0.8, Vc quorum ag -0.3 and MazF activator 5.8.
For O=C(Nc1cc(Cl)ccc1O)c1cc(-c2ccco2)on1 the results were DUSP3 inh 5.8, SARS 3CLpro inh -0.9, Rv3671c protease -18.0, Anthrax LF prot -2.7, SSB-PriA inh -15.6, Y pestis TopoI -10.5, PfHsp40 yeast -0.4, TcdB GH inh 0.7, Vc quorum ag -0.3 and MazF activator 14.0.
Screening COc1ccc(CN2CCN(C(=O)c3ccc(S(=O)(=O)NCc4ccco4)cc3)CC2)cc1 returned Anthrax LF prot 3.5, SSB-PriA inh -2.0, Y pestis TopoI 21.9, PfHsp40 yeast 0.2, TcdB GH inh 0.8, Vc quorum ag inactive and MazF activator -4.6.
`COc1cc(OC)cc(-c2c(C#Cc3ccsc3)c3cc(-c4ccc(OC)c(F)c4)ccc3n2C)c1` gave Rv3671c protease -11.3, Anthrax LF prot -3.6, SSB-PriA inh -28.4, Y pestis TopoI -6.6, PfHsp40 yeast -0.4, TcdB GH inh 1.3, Vc quorum ag -0.9 and MazF activator -23.1.
CCOC(=O)c1c(NC(=S)NCCc2ccccc2)sc2c1CC(C(C)C)OC2 (centres undefined) was read as DUSP3 inh -1.6, SARS 3CLpro inh 1.1, Rv3671c protease 3.8, Anthrax LF prot -1.0, SSB-PriA inh 3.5, Y pestis TopoI -11.0, PfHsp40 yeast 0.1, Vc quorum ag -2.7 and MazF activator -3.2.
`O=C(NCCN1C(=O)S/C(=C\c2cccnc2)C1=O)c1cccc(OC(F)F)c1` gave DUSP3 inh 5.7, SARS 3CLpro inh 2.5, Rv3671c protease 4.1, Anthrax LF prot 1.2, SSB-PriA inh -12.4, Y pestis TopoI -1.7, PfHsp40 yeast -1.1, TcdB GH inh 2.1, Vc quorum ag inactive and MazF activator 4.9.
CCCCCCCCCC1NC(C(=O)O)Cc2c1[nH]c1ccccc21 (centres undefined) was read as Anthrax LF prot -4.2, Y pestis TopoI 1.1, TcdB GH inh 0.7, Vc quorum ag inactive and MazF activator -0.1.
Screening COc1ccc(NC(=O)/C(C#N)=C/c2ccc(Sc3nncn3C)c([N+](=O)[O-])c2)cc1 returned DUSP3 inh 14.9, SARS 3CLpro inh 4.7, Rv3671c protease -0.4, Anthrax LF prot -3.7, SSB-PriA inh -12.5, Y pestis TopoI 8.9, PfHsp40 yeast 1.3, TcdB GH inh 0.1, Vc quorum ag inactive and MazF activator -10.7.
Screening Clc1ccc(-c2nc(Cc3ccccc3Cl)no2)cc1 returned DUSP3 inh 21.3, SARS 3CLpro inh 0.0, Rv3671c protease -1.4, Anthrax LF prot 0.5, SSB-PriA inh 0.4, Y pestis TopoI 23.4, PfHsp40 yeast 1.3, Vc quorum ag -1.0 and MazF activator 12.3.
Screening CCN1CCN(CC(O)COc2ccc(Cl)cc2)CC1 (centres undefined) returned DUSP3 inh 10.4, SARS 3CLpro inh 0.4, Rv3671c protease 0.7, Anthrax LF prot 1.2, SSB-PriA inh -9.9, Y pestis TopoI -13.1, PfHsp40 yeast 0.9, Vc quorum ag -0.6 and MazF activator -3.8.
Screening COC(=O)c1nc(N)sc1-c1ccc(OC)cc1 returned DUSP3 inh 27.0, SARS 3CLpro inh 0.8, Rv3671c protease 1.1, Anthrax LF prot 4.1, SSB-PriA inh -7.6, Y pestis TopoI 0.6, PfHsp40 yeast 0.4, Vc quorum ag 1.0 and MazF activator -8.5.
COc1ccc(N(CC(=O)NCCc2ccccc2)C(=O)CCC(=O)Nc2nccs2)cc1 was read as DUSP3 inh 10.2, SARS 3CLpro inh -1.5, Rv3671c protease -6.7, Anthrax LF prot 5.0, SSB-PriA inh -12.0, Y pestis TopoI 24.7, PfHsp40 yeast 0.2, TcdB GH inh -0.4, Vc quorum ag -0.3 and MazF activator -0.2.

Arranged by count of non-hydrogen atoms (lowest first): some entries from above.
Screening CCN1CCN(CC(O)COc2ccc(Cl)cc2)CC1 (centres undefined) returned DUSP3 inh 10.4, SARS 3CLpro inh 0.4, Rv3671c protease 0.7, Anthrax LF prot 1.2, SSB-PriA inh -9.9, Y pestis TopoI -13.1, PfHsp40 yeast 0.9, Vc quorum ag -0.6 and MazF activator -3.8.
CCCCCCCCCC1NC(C(=O)O)Cc2c1[nH]c1ccccc21 (centres undefined) was read as Anthrax LF prot -4.2, Y pestis TopoI 1.1, TcdB GH inh 0.7, Vc quorum ag inactive and MazF activator -0.1.
`O=C(NCCN1C(=O)S/C(=C\c2cccnc2)C1=O)c1cccc(OC(F)F)c1` gave DUSP3 inh 5.7, SARS 3CLpro inh 2.5, Rv3671c protease 4.1, Anthrax LF prot 1.2, SSB-PriA inh -12.4, Y pestis TopoI -1.7, PfHsp40 yeast -1.1, TcdB GH inh 2.1, Vc quorum ag inactive and MazF activator 4.9.
COc1ccc(N(CC(=O)NCCc2ccccc2)C(=O)CCC(=O)Nc2nccs2)cc1 was read as DUSP3 inh 10.2, SARS 3CLpro inh -1.5, Rv3671c protease -6.7, Anthrax LF prot 5.0, SSB-PriA inh -12.0, Y pestis TopoI 24.7, PfHsp40 yeast 0.2, TcdB GH inh -0.4, Vc quorum ag -0.3 and MazF activator -0.2.
